# 14-3-3 Bad inh = disrupts binding of bovine 14-3-3 zeta to phospho-Bad peptide; 0.71% of 220,000 active; TR-FRET 14-3-3zeta/Dy647-pBad peptide displacement, 1 h; inhibition, % at 21.7 µM;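 active means inhibition above about 70%, limit read from the data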;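 further: 0% = full 14-3-3 plus peptide FRET controls and 100% = background without 14-3-3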
# Target sequence (P63103 whole entry, looked up): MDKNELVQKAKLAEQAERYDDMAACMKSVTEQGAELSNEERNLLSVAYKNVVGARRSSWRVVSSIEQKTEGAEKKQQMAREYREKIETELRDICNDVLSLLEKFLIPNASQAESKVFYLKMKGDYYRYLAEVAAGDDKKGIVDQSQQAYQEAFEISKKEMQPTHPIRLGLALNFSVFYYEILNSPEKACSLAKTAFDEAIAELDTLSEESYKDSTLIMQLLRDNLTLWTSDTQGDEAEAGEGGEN
# KCC2 mod = modulators of human KCC2 chloride dependent transport. AID 1456. Q9H2X9. 2.2% of 190,000 active. B-score of Tl+ flux slope (higher = more flux/activation; lower = inhibition) at 10 µM. KCC2 cells, thallium flux FluoZin-2 fluorescence;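 active means thallium flux slope and its plate-corrected score both differing from the plate sample mean at a set confidence after two filtering rounds, in either direction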;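 further: slope of fluorescence scaled to starting intensity during 10 to 20 s after thallium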
# p47phox inh = p47phox (human) inhibition. p47phox/p22phox peptide binding, fluorescence polarization, 2 h. inhibition, % at 24.7 µM. 0.53% of 220,000 active. AID 1274;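 further: 0% = p47phox with labelled peptide and 100% = labelled peptide alone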
# Target sequence (P14598 whole entry, looked up): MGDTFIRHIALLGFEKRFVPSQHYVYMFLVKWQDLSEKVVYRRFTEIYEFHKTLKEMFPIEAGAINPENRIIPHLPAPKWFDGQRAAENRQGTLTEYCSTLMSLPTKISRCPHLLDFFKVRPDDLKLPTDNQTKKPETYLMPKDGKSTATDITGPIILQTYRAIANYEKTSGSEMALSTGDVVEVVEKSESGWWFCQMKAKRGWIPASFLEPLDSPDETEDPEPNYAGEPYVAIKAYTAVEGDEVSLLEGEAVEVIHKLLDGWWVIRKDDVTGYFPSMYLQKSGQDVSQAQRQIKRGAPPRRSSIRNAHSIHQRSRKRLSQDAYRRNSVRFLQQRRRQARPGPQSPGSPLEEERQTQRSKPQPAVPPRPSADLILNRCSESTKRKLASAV
# eIF4E 4G PPI = blocks eIF4E binding to eIF4G; inhibition, % at 21.7 µM; P63073+Q04637; TR-FRET eIF4E-eIF4GI(517-606) binding, 2 h; 0.37% of 220,000 active; AID 782;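 further: 0% = full FRET control wells and 100% = background wells lacking eIF4GI fragment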
# Furin inh = human furin inhibition; P09958; inhibition, % at 30 µM; 0.061% of 220,000 active; purified furin, fluorogenic substrate cleavage; in the data active means inhibition above about 25%; further: inactives centre near -15
# KLK5 inh = inhibitors of human kallikrein 5. recombinant hK5, fluorogenic AMC substrate cleavage. 0.59% of 210,000 active. inhibition, % at 5 µM;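 active means inhibition of 40% or more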;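 further: 0% = enzyme controls without compound and 100% = no-enzyme blanks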
# Target sequence (Q9Y337 67-293 limits assumed): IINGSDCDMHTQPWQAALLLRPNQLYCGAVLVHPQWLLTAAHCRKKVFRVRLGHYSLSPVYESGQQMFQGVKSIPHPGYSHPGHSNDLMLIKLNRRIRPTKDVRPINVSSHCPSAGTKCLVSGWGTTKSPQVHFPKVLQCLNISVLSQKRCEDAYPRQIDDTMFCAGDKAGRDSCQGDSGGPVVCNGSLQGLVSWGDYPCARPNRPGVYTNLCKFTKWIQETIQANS
# EBV gp42 inh = EBV gp42 inhibition. Fluorescence polarization binding assay, mP read-out. inhibition, % (tested at 21.74 µM). 0.42% of 220,000 active. AID 1085; in the data active means inhibition above about 50%
# Target sequence (Q1HVG2 whole entry, looked up): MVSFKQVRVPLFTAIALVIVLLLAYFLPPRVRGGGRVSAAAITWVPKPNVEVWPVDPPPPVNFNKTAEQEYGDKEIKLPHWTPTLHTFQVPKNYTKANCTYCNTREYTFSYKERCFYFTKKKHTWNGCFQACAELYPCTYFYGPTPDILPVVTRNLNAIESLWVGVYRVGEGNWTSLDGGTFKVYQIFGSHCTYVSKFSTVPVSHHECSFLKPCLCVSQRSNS
# thrombin 1536 = thrombin (human) inhibition | inhibition, % at 5 µM | 0.26% of 220,000 active | P00734 | alpha-thrombin, Boc-VPR-AMC fluorogenic substrate cleavage;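 active means inhibition at or above 40%; inactive means inhibition below 40%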;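 further: 0% = enzyme with no compound and 100% = wells without enzyme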
#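 Test system: human alpha-thrombin protein / Dosing: one concentration per compound, 5 µM, with 0.2% DMSO / Medium: pH 7.5 Tris-saline with Tween 20 / Benchmarks: no-compound enzyme wells and no-enzyme blanks / Read-out basis: percent inhibition of thrombin substrate cleavage / Timing: reaction at room temperature / Measured by: fluorescence, ex 355 nm, em 460 nm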
# Rad51 HR inh = Rad51 (human) homologous recombination inhibition. Q06609. hRad51 DNA strand exchange, fluorescence dequenching. inhibition, % at 10 µM. 0.085% of 200,000 active;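 active means inhibition above 40% at the single screening dose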;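 further: 0% = DMSO control wells and 100% = blanks with heterologous ssDNA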
#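 material = hRad51 filaments on single-stranded DNA | reagent = Donor/quencher-labelled 47-bp dsDNA substrate | compound = 10 µM final, single point | schedule = strand-exchange reaction 15 min at room temperature | measured by = fluorescein emission 520 nm, excitation 485 nm | read-out basis = % inhibition versus plate control and blank means | benchmarks = plate controls and plate blanks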
# An asterisk follows results filed as active; i = inactive; x = not tested or not shown; [ ] = dose if it differs, or a comment.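 How the source made its calls, unless noted: active means inhibition above about 30% (limit read from the data); inactive means the rest.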 Not a hit list (roughly 4.7% active in at least one column).
14-3-3 Bad inh	KCC2 mod	p47phox inh	eIF4E 4G PPI	Furin inh	KLK5 inh	EBV gp42 inh	thrombin 1536	Rad51 HR inh	molecule
-1	0.19	8	0	1	23	-4	28	-19	COc1cc(C2SCC(=O)N2c2c(C)n(C)n(-c3ccccc3)c2=O)ccc1O (centres undefined)
-8	0.23	1	-7	-16	-50	1	-1	-1	Cc1cccc(OCCSc2nnc(-c3ccoc3C)n2C)c1
6[fluorescence artefact?]	x	-5	6[fluorescence artefact?]	-15	-4	-11	-1	-7	O=C(CCn1cccc1)Nc1ccccc1F
11	0.42	-14	-7	-16[20 µM]	-2	-9	-5	3	COC(=O)Nc1sc(C(=O)N(C)C)c(C)c1C(=O)OC
11	0.24	-5	-1[fluorescence artefact?]	-6	1	-5	-2	5	Cc1cccc(C)c1NC(=O)CSc1nnc(CCCCCNC(=O)OC(C)(C)C)o1
-5	-0.052	-16	2	1	-3	-4	-11	x	COc1ccccc1C(O)P(=O)(OC1CCCCC1)OC1CCCCC1 (centres undefined)
-4[fluorescence artefact?]	x	-17	1[fluorescence artefact?]	-8	-2	0	1	1	CCOc1cc([C@H]2[C@@H]3CCCC[C@]3(O)CCN2CC(=O)NCc2ccco2)ccc1O
1	0.16	-9	-3	-25	-3	-12	-5	-1	CNC(=O)c1nc(C)c(C2(C)CC(c3ccccc3)=NO2)s1 (centres undefined)
1	x	-4	1	4	7	-18	4	-4	Cc1ccccc1-c1ccc(Nc2ccc(C(=O)N3CCOCC3)cc2)nn1
3	0.047	-1	-1	-12	-1	-11	-3	x	CCOC(=O)C(=O)N1c2ccccc2C(N(C(=O)C(=O)OCC)c2ccccc2)CC1C (centres undefined)

# Another view of part of the listing above.
structure	14-3-3 Bad inh	KCC2 mod	p47phox inh	eIF4E 4G PPI	Furin inh	KLK5 inh	EBV gp42 inh	thrombin 1536	Rad51 HR inh
CNC(=O)c1nc(C)c(C2(C)CC(c3ccccc3)=NO2)s1 (centres undefined)	1	0.16	-9	-3	-25	-3	-12	-5	-1
Cc1ccccc1-c1ccc(Nc2ccc(C(=O)N3CCOCC3)cc2)nn1	1	x	-4	1	4	7	-18	4	-4
CCOC(=O)C(=O)N1c2ccccc2C(N(C(=O)C(=O)OCC)c2ccccc2)CC1C (centres undefined)	3	0.047	-1	-1	-12	-1	-11	-3	x

# Next section.
14-3-3 Bad inh	KCC2 mod	p47phox inh	eIF4E 4G PPI	Furin inh	KLK5 inh	EBV gp42 inh	thrombin 1536	Rad51 HR inh	molecule
4	-0.16	-16	3	-18[20 µM]	-10	-12	1	-4	CCn1c(CNC(=O)c2cccc(C)c2)nnc1SCC(=O)Nc1cccc(OC)c1
2[fluorescence artefact?]	-0.44	0	-1[fluorescence artefact?]	-8	11	-9	-6	-8	COc1ccc2c(c1OC)C(=O)N1N=C(c3ccc(Cl)cc3)CC21 (centres undefined)
-9	-0.71	-6	13	-25	-16	-1	-6	2	O=C(COc1ccc(C(=O)NCCc2ccccc2)cc1)Nc1ccccc1
14	0.54	-8	15[fluorescence artefact?]	-23	-6	-18	-3	-58	COc1ccc(NC(=O)/C=C/c2ccccc2)c([N+](=O)[O-])c1
8[fluorescence artefact?]	-1.5	-11	4	-16	-17	-5	2	-5	NC(=O)C1CCN(CCC(=O)Nc2cccc(Cl)c2)CC1
-2	0.15	-71	-1	-19	-4	-40	-10	-8	COC(=O)c1cccc(C23CC4(C2)[C@H](CN(CC2CCCCC2)[C@@H]4c2ccccc2)C3c2ccccc2)c1 (some centres undefined)
5	-2.4	-197	2	-13	-1	-23	4	-10	CCCCC(=O)Nc1ccc2c3c(cccc13)C(=O)N2CC
-14	x	-18	0	-8	38	-6	14	-1	Cc1ccc(-n2c(-c3ccco3)nc3c(cnn3-c3ccc(C)cc3)c2=O)cc1
0	-0.6	x	-3	-26	-3	-6	-5	-4	CCO[C@@H]1OC(C(=O)N2CCN(Cc3ccccc3)CC2)=C[C@H](C2CC2)[C@H]1CCCO
-4	-0.11	-4	2	-13	0	-22	2	4	CCn1c(SCC(N)=O)nnc1-c1ccc2c(c1)OCO2
-6	2.2	-13	-13	-11	23	15	-8	6	COc1ccc2nc(NC(=O)C3CCN(S(=O)(=O)c4cccc5nsnc45)CC3)sc2c1
-6	-0.2	-21	7	-16	20	-13	-6	10	Cc1cc(C)c2cc(CN(CCO)C(c3nnnn3Cc3ccc(F)cc3)C(C)C)c(=O)[nH]c2c1 (centres undefined)
1	6.3*	-3	2[fluorescence artefact?]	-26	-73	-4	-2	4	Cc1onc(-c2ccccc2)c1C(=O)NNC(=S)NC(=O)/C=C/c1ccccc1
6	1	-10	0	-14	15	8	1	x	O=C(c1ccco1)N1CCN(C(=O)c2cc3sccc3n2Cc2ccccc2)CC1
-9	0.17	-6	-8	-14[20 µM]	-4	-11	-5	-5	N#CC1=C(N)S[C@H](C(=O)C23CC4CC(CC(C4)C2)C3)[C@H]1c1ccncc1
23	x	18	5	-12	17	-4	4	-5	COc1ccc2nc(Cl)c(/C=N/Nc3ccccn3)cc2c1
-4	0.19	-3	-1	0	-12	-6	-10	-6	N/C(CC1CC1(Cl)Cl)=N\OC(=O)c1ccccc1 (centres undefined)
5	0.76	-14	-4	-1	-2	-5	3	-9	CCN1CCN(C(=O)/C=C/c2ccc(C)o2)CC1
9[fluorescence artefact?]	x	-5	2	1	1	-22	0	8	CCOC(=O)c1ccc2c(c1)n(CC)c(/C=C/Nc1ccccc1)[n+]2CC
-16[fluorescence artefact?]	0.31	-11	4	-7	-6	-10	1	10	C=CCNc1nc(NCCN2CCOCC2)nc(OC)n1
11	x	-11	10	-11	-3	-13	4	4	COc1ccc2nc3oc(C(=O)N4CCN(c5cccc(C(F)(F)F)c5)CC4)cc3cc2c1
10[fluorescence artefact?]	-0.1	-20	4	-16	-5	13	-16	-2	CCc1ccc(OCC(=O)N/N=C/c2ccc(OS(=O)(=O)c3ccc(C)cc3)c(OC)c2)cc1
-17[fluorescence artefact?]	-1.1	-6	12	11	-15	4	-7	-3	CCN(CC)c1ccc(C(=O)N/N=C(\C)c2ccc(O)cc2)cc1
-9	0.84	0	0	-17	-1	-8	-1	13	C=CCNC(=O)CCc1nnc(C2(c3ccc(Cl)cc3)CCC2)o1
3	-1.2	-59	2	-25	0	10	4	x	COc1cc(NS(=O)(=O)c2ccc(Nc3nc(-c4ccccc4)cs3)cc2)nc(OC)n1
-8	x	-7	2	-25	x	-6	0	x	O=C1C(=O)N(Cc2ccccc2)C(=O)N1CCOc1ccccc1
66	-1.2	6	3	-15	0	0	-5	7	CCO/C=C1\C(=O)N(c2ccccc2)C(=O)c2ccccc21
2	-0.71	-9	-2	-14	-10	3	3	6	O=C(CC1CCCC1)OCn1nnc2ccccc2c1=O
5	0.94	-3	0	-23	-5	-9	-9	0	Cc1cc(NC(=O)CSc2nnc(C)c(=O)[nH]2)no1
-12	-0.028	2	0	-12	1	7	3	3	O=C(CC1C(=O)NCCN1Cc1ccccc1C(F)(F)F)NCCc1ccccn1 (centres undefined)
0	0.31	-2	1	-13	-3	1	-6	-8	CC(C)(C)NC(=O)COc1ccc(CNCCc2ccccc2)cc1
1	-0.032	2	0	-1	-3	-3	-5	7	CC1CCN(C(=O)COc2ncnc3ccccc23)CC1
13	-0.35	-2	0	-29	3	-18	-6	-1	COc1cccc(CNC(=O)C2CCN(S(=O)(=O)c3c(C)nn(C)c3C)CC2)c1
-3	-0.72	-18	-11	-22[20 µM]	-6	-12	4	0	O=c1[nH]c(N2CCOCC2)nc2ncn(Cc3ccccc3)c12
-12	x	-3	1	-10	-2	-1	-6	6	CCCCn1c(-c2sccc2C)n[nH]c1=S
2[fluorescence artefact?]	-0.95	-10	22[fluorescence artefact?]	-3[20 µM]	i	12	6	3	O=C(N/N=C/c1ccc(O)c(O)c1O)/C(=C/c1ccc([N+](=O)[O-])cc1)NC(=O)c1ccccc1
-7	-0.75	-31	2	-16	1	-11	1	x	Cc1ccc(O)c(NC(=O)CN(C)S(=O)(=O)c2ccc(Cl)cc2)c1
13	-0.4	4	1	-10[20 µM]	-8	2	1	8	COc1ccccc1N1CCN(C(=O)c2cc(-c3ccc(C)cc3)on2)CC1
13	0.43	-2	6	-13	-8	0	-5	8	CN1CCN(C(=O)c2ccc(Oc3ccc([N+](=O)[O-])cc3)cc2)CC1
-17	-0.6	-6	3	-22	-21	3	-3	0	Cc1ccc(C)c(S(=O)(=O)NCCCn2ccnc2)c1
-6	x	-7	-4	-16[20 µM]	2	-9	-7	-3	CC(=O)c1cccc(NC(=O)Nc2cnn(Cc3ccc(Cl)cc3Cl)c2)c1
-11	x	-10	-8	1[20 µM]	-20	12	-6	4	CSc1nnc(-c2nnc(SC)n2-c2ccccc2)n1-c1ccccc1
9[fluorescence artefact?]	x	-12	-16	-19[20 µM]	3	0	5	1	COc1ccc(CCn2c(=O)[nH]c3cc(C(=O)NCCc4ccccc4)ccc3c2=O)cc1OC
0	2.1	-3	-3	-14	-5	-13	3	-9	CC1(C)NC(=O)N(CC(=O)Nc2cc(S(=O)(=O)N3CCOCC3)ccc2N2CCOCC2)C1=O
-11	-0.16	-85	5	8	30	-20	33	-11	CN1/C(=C\C=N\NC(=O)c2cccnc2)C(C)(C)c2ccccc21
-5[fluorescence artefact?]	x	-5	4	-1[20 µM]	-43	-19	1	-1	Cc1ccc(/C=C/C2=NN(Cc3ccccc3)C(=O)CC2)cc1
6	x	-38	1	-35	-12	-2	-7	-2	COC(=O)c1ccccc1NC(=O)CS(=O)(=O)Cc1nc(-c2ccc(C)cc2)oc1C
0[fluorescence artefact?]	x	-10	4[fluorescence artefact?]	-23[20 µM]	-3	-22	4	0	COc1ccc(CNC(=O)c2cc(-n3cnnc3)ccc2Cl)cc1
63[fluorescence artefact?]	-0.013	-12	4	-23[20 µM]	-11	-12	3	8	CCOC(=O)c1oc2ccc(CNC3CCCCC3)c(Cl)c2c1C
-4	-0.47	-7	2	-10	-10	2	0	20	Cc1ccc(S(=O)(=O)N(C)C)cc1NC(=O)COC(=O)/C=C/c1ccc2c(c1)OCO2

# (next part)
14-3-3 Bad inh	KCC2 mod	p47phox inh	eIF4E 4G PPI	Furin inh	KLK5 inh	EBV gp42 inh	thrombin 1536	Rad51 HR inh	molecule
5	0.049	-7	1	-32[20 µM]	24	8	-7	-4	CC(C)(C)SCCNC(=O)c1ccc(NS(C)(=O)=O)cc1
-15	-0.77	-15	-2	-18	1	2	-3	11	COc1ccc(-c2cc(-c3n[nH]c(=S)n3-c3cccc4ccccc34)[nH]n2)cc1
2	-0.13	77*	-2	-16	-5	-24	-10	-9	COc1cc(SC)ccc1C(=O)NCc1ccccc1
-27	-0.88	1	3	-18	-13	-2	0	-2	Cc1[nH]n(-c2nc(-c3ccccc3F)cc(=O)[nH]2)c(=O)c1CCO
-15	-3.2*	-12	7	-30	-8	-1	-4	x	O=C(C1CCCN(S(=O)(=O)c2cccc3nsnc23)C1)N1CCc2ccccc2C1 (centres undefined)
5	-0.039	1	0	-10	-16	5	3	11	CCCOC(=O)Nc1c(C)cccc1C(C)C
-6	-0.4	-2	0	-8	x	1	0	x	CCc1ccccc1NC(=S)N(Cc1ccc(OC)cc1)CC1CCC(C(=O)O)CC1 (centres undefined)

# An excerpt from above, showing only Rad51 HR inh and eIF4E 4G PPI:
SMILES	Rad51 HR inh	eIF4E 4G PPI
Cc1[nH]n(-c2nc(-c3ccccc3F)cc(=O)[nH]2)c(=O)c1CCO	-2	3
O=C(C1CCCN(S(=O)(=O)c2cccc3nsnc23)C1)N1CCc2ccccc2C1 (centres undefined)	x	7
CCCOC(=O)Nc1c(C)cccc1C(C)C	11	0
CCc1ccccc1NC(=S)N(Cc1ccc(OC)cc1)CC1CCC(C(=O)O)CC1 (centres undefined)	x	0
